miR122 inh – miR-122 Renilla sensor signal increase in Huh7, primary screen, miR-122 inhibitor project, cell-based, single point, plate reader; 340,000 compounds, 0.3% hits; Huh7 miR-122 Renilla luciferase sensor, 48 h; neutral wells = 0, positive control = 100; activation (reporter increase), % at 12.5 µM; AID 602342, 2012;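 active means mean replicate activation score at least 90 and every replicate individually at or above 90; inconclusive means only one of the two criteria met; inactive means neither criterion met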;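 further: higher luciferase means less miR-122 activity so hits act as miR-122 inhibitors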
CFTR F508del cor – F508del CFTR correction, initial screen, CFBE line, single point; activity (quench increase), % at 7.58 µM; AID 720511, 2013; CFBE cells, YFP halide quenching; stimulated with forskolin plus potentiator P3; % fluorescence drop versus neutral controls; 350,000 compounds, 0.36% hits;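 active means mean added fluorescence quench of at least 8% versus neutral control, with both replicates also reaching 8%; inconclusive means only one of the mean or replicate conditions met; inactive means mean below 8% and not both replicates reaching 8%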;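 further: cells transiently co-express mutant CFTR-F508del with the halide-sensitive YFP; corrector assay measuring rescue of mutant channel to the surface after 24 h compound exposure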
EWS-Fli block – EWS/Fli-driven NR0B1 reporter inhibitors, primary screen, A673 cells, NR0B1 luciferase, luminescence, MLPCN library; 350,000 compounds, 0.67% hits; inhibition, % at 12.6 µM; viability-normalised;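 active means mean inhibition of at least 50% after viability correction, with every replicate also passing that limit; inconclusive means mean reaches 50% but only one of two replicates passes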;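 further: firefly luciferase signal divided by Alamar Blue viability fluorescence both relative to DMSO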
INS-1E GSIS act – GLuc luminescence reporter in INS-1E cells, primary screen for activators of glucose-dependent secretion of insulin; INS-1E GLuc reporter insulin secretion, 2-3 h; activation, % at 16.6 µM; 370,000 compounds, 0.61% hits;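 active means lowest replicate activation of at least 40%, so every replicate reaches that level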;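 further: 0% = median of neutral control wells and 100% = median of IBMX positive control wells; some compounds called inactive have numbers as strong as hits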
DENV2 CPE – inhibitors of DENV2 cytopathic effect, primary screen, cell-based, plate reader, single concentration; DENV2-infected cells, cytopathic effect rescue; CPE inhibition, % at 9.99 µM; 350,000 compounds, 1.7% hits; in the data active means CPE inhibition above about 20%, passing the limit was not always enough; inconclusive means no clear call, values can overlap the other calls; tested in BHK-21 cells;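 further: 0% = median of neutral control wells and 100% = median of positive control wells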
FN deposit inh – inhibitors of fibronectin matrix deposition, primary screen, AH1F cells, Alexa488-fibronectin fluorescence, plate reader; 350,000 compounds, 0.086% hits; AH1F fibroblasts, overnight; inhibition, % at 12.6 µM;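 active means mean inhibition across replicates of 30% or more, regardless of how many single replicates reach that level; inconclusive means mean under 30% yet at least half of replicates reach 30%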;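 further: positive control wells lacked labelled fibronectin entirely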
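test system = AH1F fibroblasts assembling fluorescent fibronectin matrix | quantity = 10000 AH1F cells per well | buffer or medium = DMEM plus 2% serum, read in PBS | doses = single dose, pinned | incubation = 1 h cell attachment, overnight exposure to compound and label | detection = fluorescence at 485 nm excitation, 525 nm emission | read-out basis = inhibition from reduced deposited-fibronectin fluorescence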
PAX8 reporter – inhibitors of PAX8-driven TPO luciferase reporter, primary screen, RMG-I cells, single concentration; 360,000 compounds, 1.2% hits; inhibition, % at 12.6 µM; AID 652154, 2013; SteadyGlo, 24 h;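 active means mean replicate inhibition at least 60% with every replicate also reaching 60%; inconclusive means only one of the two criteria is met; inactive means mean below 60% and not all replicates reaching 60%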;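 further: luciferase light reporting Pax8 driven TPO promoter activity; plate controls were median of neutral control wells for no effect and mitoxantrone controls for full effect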
The depositor's hits bear a star; ? = inconclusive; . = not tested or not shown; [ ] = remark or other dose. The order is random. Share with any hit: about 3.9%.

The line under a structure holds: PAX8 reporter | INS-1E GSIS act | EWS-Fli block | miR122 inh | DENV2 CPE | FN deposit inh | CFTR F508del cor
COc1ccc(CCN2C(=NC(=O)C(C)C)SC3CS(=O)(=O)CC32)cc1 (stereo not drawn)
→ 3 | -1 | -1 | . | -3 | 2 | -0.7
COc1ccc2nc(N3C(=O)CC(Cc4ccc(Cl)cc4)C3=O)sc2c1 (stereo not drawn)
→ . | -11 | 8 | -2 | -4 | . | 3.6
COc1ccc(N2CC(C(=O)N[C@@H](C)C(=O)NCCc3ccccc3)CC2=O)cc1 (stereo partly drawn)
→ -13 | 2 | . | 2 | 3 | 2 | 1.7
CCN(CC(=O)NCc1ccc(F)cc1)C(=O)c1cc2ccccc2o1
→ -1 | 14 | 2 | -2 | 6 | -6 | -1.8
O=C(Nn1cnc2ccccc2c1=O)c1ccc(Cl)c([N+](=O)[O-])c1
→ -2 | -6 | 7 | -4 | -2 | . | 1.9
Cc1nn(CC(=O)N2CCC(N3CCCCC3)CC2)c(=O)c2c1sc1ccccc12
→ 10 | 5 | . | 4 | -4 | 9 | 1.3
COc1ccc(CNC(=O)C[C@H]2C[C@@H]3c4cc(NC(=O)CC5CC5)ccc4O[C@@H]3[C@@H](CO)O2)cc1
→ 7 | -12 | -7 | -2[16.7 µM] | . | 13 | -2.6
COC(=O)COc1ccc(-n2cnnn2)cc1
→ 2 | -5 | 11 | 0 | -5 | -4 | 0.7
O=C1COc2ccc(C(=O)COC(=O)C3CCN(S(=O)(=O)c4cccs4)CC3)cc2N1
→ -6 | . | . | 0 | . | 16 | .
COc1ccc(C2=NN(CC(=O)Nc3ccccc3C)C(=O)CC2)cc1
→ 0 | . | -2 | -15 | 0 | 15 | 0.3
CC(=O)N(C)C[C@H]1Oc2cc(C#CCC(C)C)ccc2S(=O)(=O)N([C@@H](C)CO)C[C@@H]1C
→ . | 6 | 12 | 17[16.7 µM] | 0 | 12 | -2.5
CCOC(=O)C1C(c2ccccc2)NC(=S)NC1(C)O (stereo not drawn)
→ -24 | -12 | 0 | . | 6 | . | 0.8
CC(=O)N1C(=O)N(C(C)=O)C2C1N(C(C)=O)C(=O)N2C(C)=O (stereo not drawn)
→ 4 | . | . | 0 | . | -5 | .
O=C(CSc1ncccc1C(=O)O)NC1CCCCC1
→ 4 | 5 | 3 | 3 | -4 | 5 | -0.8
CC(=O)N(C)C[C@@H]1Oc2ncc(-c3ccc(F)cc3)cc2C(=O)N([C@@H](C)CO)C[C@@H]1C
→ . | 9 | -21 | 1[16.7 µM] | -2 | -4 | -1.3
C[C@H]1CCCCO[C@H](CN(C)S(=O)(=O)c2ccccc2)[C@@H](C)CN([C@@H](C)CO)C(=O)c2cc(NS(=O)(=O)c3cn(C)cn3)ccc2O1
→ 24 | 9 | -2 | 18[16.7 µM] | 0 | -5 | -0.3
COC(=O)c1ccc(C)c(NC(=O)C2COc3ccccc3O2)c1 (stereo not drawn)
→ -5 | . | . | 3 | . | 4 | .
Cc1cc(C)cc(NC(=O)Nc2cccnc2)c1
→ -14 | -16 | -7 | 0 | -1 | 3 | 3.6
COc1ccc(CNCc2cccc(Oc3ccccc3)c2)cc1
→ 0 | -20 | -2 | 0 | 1 | -6 | -1.2
CC(=O)N1C[C@H]2[C@@H](c3ccccc31)[C@@H](CO)N2C(=O)Nc1ccc(F)cc1
→ 3 | -10 | -1 | 0[16.7 µM] | -5 | . | -4.2
COc1cccc(CN(C)C[C@@H]2OCc3cnnn3CCCC(=O)N([C@@H](C)CO)C[C@@H]2C)c1
→ . | 0 | -4 | 9[16.7 µM] | -1 | -5 | 1.4
O=C(NNC(=O)c1ccccc1O)c1ccc(NS(=O)(=O)c2ccc(F)c(F)c2)cc1
→ . | -11 | 13 | . | -1 | 4 | 6.7
O=C(C[C@H]1C=C[C@@H](NC(=O)Nc2ccc3c(c2)OCO3)[C@@H](CO)O1)NCCCN1CCOCC1
→ -4 | -2 | -5 | . | 0 | -23 | -4.9
CN(CC(=O)Nc1ccc(F)cc1)C(=O)COC(=O)CNC(=O)c1ccc(Cl)cc1Cl
→ -12 | -7 | 2 | . | 0 | 2 | -2.6
O=C(O)c1cccc(NC(=O)c2cccc(S(=O)(=O)N3CCc4ccccc43)c2)c1
→ 23 | -2 | 4 | 2 | 13 | 2 | 0.4
Cc1ccc(S(=O)(=O)N(C)C[C@H]2Oc3ccc(NC(=O)c4ccncc4)cc3C(=O)N([C@@H](C)CO)C[C@H]2C)cc1
→ -16 | 2 | -2 | 29[16.7 µM] | -2 | . | -0.2
CC(=O)Nc1ccc(C2=NOC(C)(C)C(=O)N2Cc2cccc(C#N)c2)cc1
→ 2 | 1 | 5 | . | 9 | -5 | 0.3
COC(=O)CN(c1ccc(F)cc1)S(=O)(=O)c1ccccc1
→ 9 | . | . | 6 | . | 0 | .
CC(C)C[C@@H]1COc2cccc(N3CCCC3)c2S(=O)(=O)N1
→ -16 | -10 | -2 | . | 9 | -3 | 1.9
COc1ccc(-c2csc(Nc3cccc(C)n3)n2)cc1OC
→ -209 | . | -87 | . | -8 | 2 | .

Fetched by structure from above, 2 records:
The line under a structure holds: PAX8 reporter | INS-1E GSIS act | EWS-Fli block | miR122 inh | DENV2 CPE | FN deposit inh | CFTR F508del cor
COC(=O)CN(c1ccc(F)cc1)S(=O)(=O)c1ccccc1
→ 9 | . | . | 6 | . | 0 | .
O=C(NNC(=O)c1ccccc1O)c1ccc(NS(=O)(=O)c2ccc(F)c(F)c2)cc1
→ . | -11 | 13 | . | -1 | 4 | 6.7

Further compounds follow:
The line under a structure holds: PAX8 reporter | INS-1E GSIS act | EWS-Fli block | miR122 inh | DENV2 CPE | FN deposit inh | CFTR F508del cor
COc1cc(NS(=O)(=O)c2ccc(NC(=O)COc3ccc(C)cc3)cc2)nc(OC)n1
→ -19 | . | . | 14 | . | -1 | .
CC1=C(C(=O)N2CCCCCC2)CC(CC(=O)NCCCCc2ccccc2)C(=O)N1Cc1ccccc1 (stereo not drawn)
→ 33 | -27 | 5 | -5 | -6 | 1 | 1.1
CC(=O)C1=C(O)C(=O)N(c2ccc(Br)cc2)C1c1cccc([N+](=O)[O-])c1 (stereo not drawn)
→ 12 | -35 | 0 | 3 | -6 | -6 | -0.5
CCO[C@@H]1OC(C(=O)O)=C[C@H](c2ccc(Br)cc2)[C@H]1CCCO
→ 2 | 14 | 2 | -7 | 1 | -3 | -1.6
O=c1[nH]c(C2CCCN(S(=O)(=O)c3ccccc3)C2)nc2c1nnn2Cc1ccc(OC(F)(F)F)cc1 (stereo not drawn)
→ -105 | 5 | 11 | 5 | -1 | -7 | -1.3
O=S1(=O)CC(N2CCN(Cc3ccccc3F)CC2)CN1Cc1cn(Cc2cccc(C(F)(F)F)c2)nn1 (stereo not drawn)
→ 20 | -17 | 6 | . | 2 | 0 | 1.6
CCCNC(=O)C1(C)CCN(C(=O)c2ccccc2OC)C1 (stereo not drawn)
→ -8 | -4 | 4 | -2 | 1 | 4 | -0.8
CCS(=O)(=O)Nc1ccc2c(c1)C(=O)N(C)C[C@H](OC)[C@@H](C)CN(CC1CCCCC1)[C@H](C)CO2
→ 14 | -17 | 3 | 2[16.7 µM] | -7 | -11 | 0.7
NC(N)=N/N=C/c1ccc(OS(=O)(=O)c2ccccc2)cc1
→ 21 | 19 | -3 | . | 0 | -6 | .
CN(C)S(=O)(=O)c1cccc(COC(=O)c2ccc3c(c2)OCO3)c1
→ -13 | -18 | 6 | 0 | 0 | 4 | 0.1
ONC(=Nc1ccccc1Cl)c1ccccc1Cl
→ -5 | -1 | -22 | 4 | -8 | 11 | 0.0
CC(C)(C)C(=O)NCCN1CCN(C(=O)C(C)(C)C)CC1
→ 6 | . | . | -7 | . | -3 | .
O=C1/C(=C/c2ccncc2)CCc2ccccc21
→ -8 | -11 | -4 | . | 1 | -4 | -5.7
COc1ccc(C(=O)NC(=S)N2CCNC(=O)C2)cc1Br
→ -8 | 25 | 5 | 3 | -1 | -3 | 1.3
Cc1ccc(-c2nnc(CCC(=O)NCC3C4CC5CC(C4)CC3C5)o2)s1 (stereo not drawn)
→ -161 | -4 | -66 | . | 11 | -15 | -0.7
CC(O)[C@H]1CNCCN1CCc1cccc(F)c1 (stereo partly drawn)
→ -19 | 4 | -8 | -2 | -6 | 0 | 0.5
O=C(C1CCCC1)N1CCN(S(=O)(=O)c2ccc(F)cc2)CC1
→ -11 | 1 | 4 | . | -7 | -5 | 1.9
CN1C(=O)c2cc(NC(=O)c3cnccn3)ccc2OC[C@H]2O[C@H](CC(=O)N[C@H]3CCN(Cc4ccccc4)C3)CC[C@@H]21
→ -13 | -4 | 0 | . | 2 | -11 | .
CCc1nc(N2CCN(C(C)=O)CC2)c(C#N)c2c1COC(C)(C)C2
→ 2 | 2 | 5 | . | 2 | 7 | 1.1
Cc1ccc(/C=C(\NC(=O)c2ccc(C)cc2)c2nc(=S)[nH][nH]2)cc1
→ . | -7 | 9 | 8 | -1 | . | -1.1
O=C(COC(=O)CSc1ccc(F)cc1)NCCCc1ccccc1
→ -11 | 1 | -2 | . | -6 | -5 | 1.8
Cc1ccc(S(=O)(=O)Nc2nnc(C3CCCCC3)s2)cc1
→ -10 | -13 | -13 | -6 | ? | 1 | -2.9
Nc1ncnc2c1ncn2[C@@H]1O[C@H](CNC(=O)[C@@H](N)C2CCCCC2)[C@@H](O)[C@H]1O
→ 8 | 4 | -2 | -1 | . | -4 | -1.0
C[C@@H]1CN([C@@H](C)CO)C(=O)Cc2cc(NC(=O)C3CCCCC3)ccc2O[C@H]1CN(C)Cc1ccccc1
→ 15 | -13 | 11 | -6[16.7 µM] | -5 | . | -1.5
N#C[C@@H]1[C@H](c2ccc(C#CC3CCCCC3)cc2)[C@@H](CO)N1C(=O)Nc1ccc(F)cc1
→ . | -16 | -5 | . | -8 | -8 | -3.1
CCCn1c(N)c(NCCN2CCOCC2)c(=O)[nH]c1=O
→ 11 | 12 | -7 | . | -4 | 9 | 1.0
Cn1nnc(NC(=S)NC(=O)c2cc3ccccc3o2)n1
→ -7 | 3 | -21 | 0 | 4 | 5 | -0.1
Cc1noc(C)c1NC(=O)N[C@H]1CC[C@H](CC(=O)N2CCN(C)CC2)O[C@@H]1CO
→ . | 6 | . | . | -1 | 8 | 0.0
Cc1ccc(F)c(S(=O)(=O)NC(=O)C2(C)CCN2C(=O)Cc2cccs2)c1 (stereo not drawn)
→ 5 | 8 | -4 | -10 | -12 | -1 | 4.3
COCCn1nnnc1C(c1ccc(Cl)cc1)N1CCSCC1 (stereo not drawn)
→ . | -2 | 0 | -2 | 20 | . | -2.3
COc1cccc2cc(C(=O)CC3(O)C(=O)N(Cc4ccccc4)c4ccccc43)c(=O)oc12 (stereo not drawn)
→ 3 | . | . | -4 | . | -4 | .
C[C@@H]1CN([C@H](C)CO)S(=O)(=O)c2ccc(C#Cc3ccncc3)cc2O[C@@H]1CN(C)C(=O)c1ccncc1
→ 16 | 13 | -24 | -13[16.7 µM] | 9 | . | -0.9
O=C(NCc1ccco1)C1CCCN1C(=O)Nc1ccc(Cl)cc1 (stereo not drawn)
→ 4 | 9 | -10 | 4 | -7 | . | 2.1
O=C(C[C@@H]1C[C@H]2c3cc(NC(=O)C4CCC4)ccc3O[C@H]2[C@@H](CO)O1)NCc1ccccc1
→ 3 | 0 | -4 | -4[16.7 µM] | 11 | 0 | 0.0
